Diaphorase act = diaphorase activation or chemical reduction counter-screen | Diaphorase/resazurin coupled assay, resorufin fluorescence, 16 min; stronger effect = higher value; 1 = vehicle wells, 0 = NADH-free wells | activation factor at 20 µM | 190,000 tested, 0.005% active | AID 1229;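 active means diaphorase activity raised at least twofold by the compound at 20 µM; inactive means activation factor below 2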
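test system = bacterial diaphorase enzyme (C. kluyveri) | quantity = enzyme 0.07 U/mL final | reagent = NADH substrate 0.114 mM plus resazurin dye 0.1 mM, final | incubation = 16 min enzyme reaction, ambient temperature | buffer or medium = HEPES pH 7.4 buffer with MgCl2 and Tween 20 | signal = fluorescence of resorufin, 544 nm excitation, 590 nm emission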
G6PDH CS = L. mesenteroides G6PDH inhibition counter-screen; AID 1020; inhibition, % at 5 µM; Purified L. mesenteroides G6PDH, diaphorase/resazurin coupled fluorescence, 45 min; 200,000 tested, 0.12% active; in the data active means inhibition above about 50%
TLR4 MyD88 comp = inhibitors of human TLR4-MyD88 binding | O00206+Q99836 | HeLa CL3-4 TLR4/MyD88 BLA complementation, FRET ratio | inhibition, % at 8.4 µM | 200,000 tested, 0.18% active; in the data active means inhibition above about 25%;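 further: 0% = vehicle and 100% = reference inhibitor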
APP 5UTR inh = APP translation inhibition | AID 1285 | SH-SY5Y APP 5'UTR-luciferase reporter, luminescence | inhibition, % at 2 µM | 190,000 tested, 0.82% active;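 active means inhibition above a set limit, derived from the sample mean plus 3 SD, cut at about 45% in these data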; further: values of inactives mirror those of a sister screen read the other way
FLuc act counter = affects firefly luciferase, flagging false hits in luciferase stimulation screens | P08659 | ATPlite luciferase biochemical, luminescence, 10 min; 0 = ATP-free wells, 1 = DMSO control | activation factor at 10 µM | 200,000 tested, under 10 active | AID 1027;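 active means luciferase activation factor, scaled between plate controls, of at least 2 with compound at 10 µM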
Target sequence (P08659 whole entry, looked up): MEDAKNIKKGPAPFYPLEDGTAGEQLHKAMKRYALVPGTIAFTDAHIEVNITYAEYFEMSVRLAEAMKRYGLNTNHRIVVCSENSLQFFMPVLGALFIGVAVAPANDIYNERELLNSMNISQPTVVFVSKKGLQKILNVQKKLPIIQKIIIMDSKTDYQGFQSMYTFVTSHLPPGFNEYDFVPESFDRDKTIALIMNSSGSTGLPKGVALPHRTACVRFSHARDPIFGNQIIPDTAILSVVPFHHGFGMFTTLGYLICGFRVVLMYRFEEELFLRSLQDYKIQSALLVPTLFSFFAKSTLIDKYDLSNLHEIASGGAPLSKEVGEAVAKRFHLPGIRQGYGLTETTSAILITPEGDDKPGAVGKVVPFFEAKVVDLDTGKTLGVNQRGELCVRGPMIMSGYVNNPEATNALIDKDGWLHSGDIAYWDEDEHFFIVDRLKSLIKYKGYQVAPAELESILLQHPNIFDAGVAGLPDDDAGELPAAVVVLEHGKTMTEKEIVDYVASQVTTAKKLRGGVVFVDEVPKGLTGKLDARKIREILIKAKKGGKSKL
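Material: luciferase plus luciferin reagent, cell-free. Medium: PBS buffer for ATP. Also added: ATP substrate, dispensed from a 10.24 µM working solution in PBS. Doses: test compounds dosed from 2 mM stocks in 100% DMSO. Incubation: 10 min post-reagent at room temperature. Technique: light output (luminescence). Read-out basis: luminescence gain marking luciferase activators.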
STAT1 act = STAT1 signaling activation; NIH 3T3 STAT1-luciferase reporter, IFN-gamma, luminescence; 100% = IFN-gamma alone, no compound; activation (% of control), % at 5.5 µM; 200,000 tested, 2.6% active; AID 932;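 active means activation above the screen-wide mean activation plus 3 SD, cut at about 130% in these data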;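 further: raw ratio to IFN-gamma control signal so 100% means no change and 0% no light; values of inactives mirror those of a sister screen read the other way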
NF-kB expr up = NF-kB expression increase, human neuronal cells. NF-kB reporter expression; stronger effect = higher value. fold change at 12.5 µM. 190,000 tested, 1.6% active; in the data active means fold change above about 3.3
APP 5'UTR act = activates APP 5'UTR luciferase reporter; AID 1276; 190,000 tested, 1% active; activation, % at 2 µM; SH-SY5Y APP 5'UTR luciferase reporter, luminescence; zero percent = DMSO vehicle wells;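 active means activation above a set limit, based on mean plus 3 SD of controls, cut at about 140% in these data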; further: values of inactives mirror those of a sister screen read the other way
FLuc inh counter = counter-screen for luciferase assay inhibitors: firefly luciferase inhibition. P08659. ATPLite firefly luciferase biochemical luminescence, 10 min. inhibition, % at 10 µM. 200,000 tested, 1.5% active. AID 1006;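 active means inhibition above about 50% when tested at 10 µM, limit read from the data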
Diaph inh CS = inhibits diaphorase or chemically oxidizes, flagging diaphorase assay artifacts; diaphorase resazurin-to-resorufin fluorescence, NADH, 16 min; bacterial (C. kluyveri) enzyme, not human; inhibition, % at 20 µM; 190,000 tested, 0.69% active; AID 1217;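 active means primary screen inhibition at 20 µM above a set limit, cut at about 50% in these data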;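 further: plate controls were DMSO with full reaction for no effect and wells lacking NADH for full effect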
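Assay system – diaphorase enzyme from Clostridium kluyveri · Amount – diaphorase 0.14 U/mL (working solution) · Times – reaction incubation of 16 min at room temperature · Controls – No-NADH positive control and DMSO neutral control · Signal – resorufin fluorescence 544/590 nm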
Active calls of the source: *.

SMILES	Diaphorase act	G6PDH CS	TLR4 MyD88 comp	APP 5UTR inh	FLuc act counter	STAT1 act	NF-kB expr up	APP 5'UTR act	FLuc inh counter	Diaph inh CS
O=C1OC(Nc2cc(Br)cc3cccnc23)c2ccccc21 (centres undefined)	0.5	25	-4	-12	1	95	0.86	12	-2	49
COC(=O)c1cc2nc(-c3ccc(OC)c(OC)c3)cc(C(F)(F)F)n2n1	0.9	6	1	1	1	100	0.93	-1	0	9
Cc1cccc(NC(=O)Cn2cnc3ccc(S(=O)(=O)N4CCC(C)CC4)cc3c2=O)n1	0.8	0	-13	0	1	87	0.81	0	-4	19
Fc1cccc(C2CC(c3cccc(Br)c3)Nc3nnnn32)c1 (centres undefined)	0.8	4	4	10	1.1	109	0.79	-10	-9	16
CCN(CC)S(=O)(=O)c1ccc(N2CCCCC2)c(NC(=O)/C(C#N)=C/c2ccc(OC)cc2)c1	0.8	4	3	-19	1.1	101	1.1	19	-7	22
O=C1c2ccccc2-c2n[nH]c(=O)c3ccc(N4CCCCC4)c1c23	0.6	-5	-11	20	1	117	1.2	-20	-4	42
O=C(CN1CCN(c2ccccc2F)CC1)c1c[nH]c2ccccc12	0.9	4	-9	-8	1.1	99	1.4	8	-6	7
COc1cccc(/C=N/n2c(SC)nnc2-c2ccccc2)c1O	0.9	6	21	22	1	96	0.99	-22	-1	7
COc1ccc(CNc2nc3ccccc3n2CCN2CCCCC2)c(OC)c1	1.1	4	4	-22	1	92	0.76	22	-4	-10
CCOc1ccc(CN(C(=O)c2cc3ccccc3oc2=O)C2CC2)cc1	0.9	7	8	6	1.1	102	1.1	-6	-6	12
Cc1cnnc2c1-c1no[n+]([O-])c1CC2	0.9	0	23	11	1	84	1	-11	-5	9
CCN1CCN(C(=O)CN(C)S(=O)(=O)c2ccc(Cl)cc2)CC1	0.9	3	13	-6	1	98	0.89	6	0	12
CC(=O)c1cccc(NC(=O)COc2ccccc2)c1	0.9	-9	3	-10	1	100	1.3	10	-1	10
Cc1cc2cccc(C)c2nc1SCC(=O)N(C)c1nc(-c2ccccc2)cs1	1	3	1	-4	1	99	1	4	-2	-2
CC(NC(=O)c1ccc(Br)s1)C1CCCO1 (centres undefined)	0.9	20	-9	6	1	109	1.1	-6	0	6
CCCCN(CCCC)C(=O)c1cc2ccccc2c(=O)o1	1	2	-5	26	1.1	91	1	-26	-5	1
CCC(C)c1ccc(O)c(NC(=O)c2cccnc2)c1 (centres undefined)	1.1	-1	9	-4	1	92	0.97	4	0	-7
CCCc1noc2c1C(c1ccoc1)C(C#N)=C(N)N2 (centres undefined)	1	5	-10	6	1	96	1.1	-6	0	-4
Cc1nc(SCC(=O)NCc2ccc3c(c2)OCO3)c(C#N)c2c1CCCC2	0.9	4	-12	17	1	102	1.2	-17	-4	7
CCN(CC)c1nc2c(s1)C(=O)NCCC2	0.9	13	-1	7	1	99	1.2	-7	0	12
O=C(O)C(C(=O)/C=C/c1ccco1)=C1SCCS1	0.7	4	-3	-3	1	94	1.5	3	1	28
Cc1ccc(C(C)n2cc(C(=O)NCc3ccncc3)nn2)cc1 (centres undefined)	0.9	0	-4	-23	1.1	100	1	23	-10	7
COc1ccc(-n2c(SCC(=O)NCCCN3CCCC3=O)nnc2C(C)N2CCCCC2)cc1 (centres undefined)	0.9	1	4	-38	1	103	1	38	-2	12
COc1ccc(C(=O)N2CCN(c3ccccn3)CC2)cc1[N+](=O)[O-]	0.9	11	1	0	1.1	96	1.3	0	-10	14
O=[N+]([O-])c1ccccc1/C=N/N1CCN(c2ccncc2S(=O)(=O)N2CCCCC2)CC1	0.8	8	2	3	1	111	0.64	-3	-4	23
Cc1cc(C)nc(/N=C(\N)Nc2ccc(C)c([N+](=O)[O-])c2)n1	0.9	10	1	-13	1.1	85	0.85	13	-6	12
O=C(OC(C(=O)NC1CCCC1)c1ccccc1F)c1ccco1 (centres undefined)	1.1	4	1	-14	1	102	0.99	14	-4	-8
CCOc1ccc2[nH]c(=O)c(CN(Cc3ccco3)C(CC)c3nnnn3Cc3ccccc3)cc2c1 (centres undefined)	0.7	7	5	2	1	92	0.98	-2	-4	25
CCCCNC(=O)Cc1coc2ccc3ccccc3c12	0.8	-1	-5	-8	1	95	0.96	8	-3	20
CN1CCN(c2ccccc2NC(=O)c2ccc(Br)o2)CC1	0.9	-6	6	14	1.1	101	0.99	-14	-7	7
CCc1nnc(NS(=O)(=O)c2ccc(NC(=S)NC(=O)c3cccs3)cc2)s1	0.6	12	-11	5	1	109	1.5	-5	0	36
CCCC(=O)NC(=S)Nc1ccc(NC(=O)c2cccs2)cc1	0.8	-1	-1	4	1.1	107	1.4	-4	-7	18
CN(C)c1ccc(C2CC(c3ccccc3)=Nc3nc(-c4ccccc4)cn32)cc1 (centres undefined)	0.8	-4	25*	-17	1	105	1.5	17	-4	25
CON(c1nc(Cl)nc(N(C)C)n1)S(=O)(=O)c1ccccc1Cl	1	4	8	14	1	96	1	-14	2	4
O=C(NNC(=O)NC1CCCCC1)NC1CCCCC1	1.1	2	0	7	1	100	1.1	-7	-2	-12
c1coc(-c2nnc3sc(C4CCCCC4)nn23)c1	1.1	14	-13	-6	1	106	1.1	6	1	-13
Cc1nn(-c2ccccc2)c(C)c1/C=C/C(=O)OC(C)C(N)=O (centres undefined)	0.8	2	6	-8	1.1	95	1.1	8	-10	20
CC[n+]1ccc2cc(OC)c(OC)cc2c1Cc1ccc(OC)c(OC)c1	1.3	6	3	-10	1	106	0.94	10	2	-34
Cc1ccc(/C=C2\SC(=S)N(c3cccnc3)C2=O)cc1	1.1	-4	0	-7	1	97	1.3	7	5	-5
Cc1cccc(C)c1NC(=O)C1CCCN1C(=O)OC(C)(C)C (centres undefined)	1.1	7	-2	-1	1	104	1	1	-4	-10

14 entries already listed, sorted by length of the SMILES, lowest first.
SMILES	Diaphorase act	G6PDH CS	TLR4 MyD88 comp	APP 5UTR inh	FLuc act counter	STAT1 act	NF-kB expr up	APP 5'UTR act	FLuc inh counter	Diaph inh CS
CCCCNC(=O)Cc1coc2ccc3ccccc3c12	0.8	-1	-5	-8	1	95	0.96	8	-3	20
c1coc(-c2nnc3sc(C4CCCCC4)nn23)c1	1.1	14	-13	-6	1	106	1.1	6	1	-13
O=C(O)C(C(=O)/C=C/c1ccco1)=C1SCCS1	0.7	4	-3	-3	1	94	1.5	3	1	28
CN1CCN(c2ccccc2NC(=O)c2ccc(Br)o2)CC1	0.9	-6	6	14	1.1	101	0.99	-14	-7	7
CCCC(=O)NC(=S)Nc1ccc(NC(=O)c2cccs2)cc1	0.8	-1	-1	4	1.1	107	1.4	-4	-7	18
Cc1cccc(C)c1NC(=O)C1CCCN1C(=O)OC(C)(C)C (centres undefined)	1.1	7	-2	-1	1	104	1	1	-4	-10
CON(c1nc(Cl)nc(N(C)C)n1)S(=O)(=O)c1ccccc1Cl	1	4	8	14	1	96	1	-14	2	4
CC[n+]1ccc2cc(OC)c(OC)cc2c1Cc1ccc(OC)c(OC)c1	1.3	6	3	-10	1	106	0.94	10	2	-34
COc1ccc(C(=O)N2CCN(c3ccccn3)CC2)cc1[N+](=O)[O-]	0.9	11	1	0	1.1	96	1.3	0	-10	14
Cc1cc(C)nc(/N=C(\N)Nc2ccc(C)c([N+](=O)[O-])c2)n1	0.9	10	1	-13	1.1	85	0.85	13	-6	12
CCc1nnc(NS(=O)(=O)c2ccc(NC(=S)NC(=O)c3cccs3)cc2)s1	0.6	12	-11	5	1	109	1.5	-5	0	36
COc1ccc(-n2c(SCC(=O)NCCCN3CCCC3=O)nnc2C(C)N2CCCCC2)cc1 (centres undefined)	0.9	1	4	-38	1	103	1	38	-2	12
CCOc1ccc2[nH]c(=O)c(CN(Cc3ccco3)C(CC)c3nnnn3Cc3ccccc3)cc2c1 (centres undefined)	0.7	7	5	2	1	92	0.98	-2	-4	25
O=[N+]([O-])c1ccccc1/C=N/N1CCN(c2ccncc2S(=O)(=O)N2CCCCC2)CC1	0.8	8	2	3	1	111	0.64	-3	-4	23

The results go on:
SMILES	Diaphorase act	G6PDH CS	TLR4 MyD88 comp	APP 5UTR inh	FLuc act counter	STAT1 act	NF-kB expr up	APP 5'UTR act	FLuc inh counter	Diaph inh CS
Cn1cccc1C(=O)OCC(=O)Nc1ccc2c(c1)OCO2	1	5	-10	-83	0.9	124	2.2	83	13	1
COc1cc(/C=C(/C#N)C(=O)Nc2ccc(C)cc2)ccc1Oc1nc(Cl)ncc1F	0.8	-4	4	9	1	100	1.1	-9	0	20
COc1ccc(OCc2cnc(Cl)s2)cc1	1	8	-7	-2	1	110	1.4	1	2	4
Cc1ccccc1NC(=O)CCC(=O)OCC(=O)c1cccc([N+](=O)[O-])c1	1	9	-1	11	1.1	99	1.1	-11	-6	-4
CCC(=O)Nc1ccc(-c2nc(-c3ccccc3)n(CC(=O)N3CCCCC3)n2)cc1	0.9	-19	1	10	1	108	0.55	-10	-4	13
Cc1ccn2c(-c3csc(NCc4ccccc4)n3)c(C)nc2c1	0.9	11	12	-30	1.1	79	0.52	30	-8	14
Cc1csc(NC(=O)c2cc(=O)[nH]c3ccc(S(=O)(=O)N4CCOCC4)cc23)n1	0.9	2	4	-18	1	104	1	18	-4	9
Nn1c(COc2cccc(Br)c2)nnc1SCC(=O)N1CCc2ccccc2C1	0.7	-1	10	-4	1.1	104	1	4	-9	26
CCN(CC)S(=O)(=O)c1cccc2cc(C(=O)O)c(O)cc12	0.7	-2	4	1	1.1	94	0.95	-1	-7	34
CCOC(=O)c1cc(-c2ccccc2)sc1NC(=O)c1cc(OC)c(OC)c(OC)c1	1	14	-7	8	1	94	0.64	-8	-4	2
CCn1cc(C2=NC(c3ccccc3)CO2)c2ccccc21 (centres undefined)	0.8	13	1	-11	1	101	1.3	11	2	16
CCc1ccc(NC(=S)N2CCNC(=O)C2CC(=O)OC)cc1 (centres undefined)	0.9	1	-12	-22	1	103	1	22	-1	7

Source: PubChem BioAssay

Outcome played no part in choosing rows; any-hit rate near 5.6%.
